# mHTT CaM bind = mutant huntingtin-calmodulin interaction inhibitors – biochemical, AlphaScreen, primary screen | AlphaScreen His-mHTT/GST-CaM binding, luminescence | inhibition, % at 15 µM | 190,000 compounds, 3.6% hits | AID 1671202, 2021;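 note: 0% = both proteins with DMSO and 100% = one protein alone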
# Target sequence (P42858 whole entry, looked up, stated change not applied): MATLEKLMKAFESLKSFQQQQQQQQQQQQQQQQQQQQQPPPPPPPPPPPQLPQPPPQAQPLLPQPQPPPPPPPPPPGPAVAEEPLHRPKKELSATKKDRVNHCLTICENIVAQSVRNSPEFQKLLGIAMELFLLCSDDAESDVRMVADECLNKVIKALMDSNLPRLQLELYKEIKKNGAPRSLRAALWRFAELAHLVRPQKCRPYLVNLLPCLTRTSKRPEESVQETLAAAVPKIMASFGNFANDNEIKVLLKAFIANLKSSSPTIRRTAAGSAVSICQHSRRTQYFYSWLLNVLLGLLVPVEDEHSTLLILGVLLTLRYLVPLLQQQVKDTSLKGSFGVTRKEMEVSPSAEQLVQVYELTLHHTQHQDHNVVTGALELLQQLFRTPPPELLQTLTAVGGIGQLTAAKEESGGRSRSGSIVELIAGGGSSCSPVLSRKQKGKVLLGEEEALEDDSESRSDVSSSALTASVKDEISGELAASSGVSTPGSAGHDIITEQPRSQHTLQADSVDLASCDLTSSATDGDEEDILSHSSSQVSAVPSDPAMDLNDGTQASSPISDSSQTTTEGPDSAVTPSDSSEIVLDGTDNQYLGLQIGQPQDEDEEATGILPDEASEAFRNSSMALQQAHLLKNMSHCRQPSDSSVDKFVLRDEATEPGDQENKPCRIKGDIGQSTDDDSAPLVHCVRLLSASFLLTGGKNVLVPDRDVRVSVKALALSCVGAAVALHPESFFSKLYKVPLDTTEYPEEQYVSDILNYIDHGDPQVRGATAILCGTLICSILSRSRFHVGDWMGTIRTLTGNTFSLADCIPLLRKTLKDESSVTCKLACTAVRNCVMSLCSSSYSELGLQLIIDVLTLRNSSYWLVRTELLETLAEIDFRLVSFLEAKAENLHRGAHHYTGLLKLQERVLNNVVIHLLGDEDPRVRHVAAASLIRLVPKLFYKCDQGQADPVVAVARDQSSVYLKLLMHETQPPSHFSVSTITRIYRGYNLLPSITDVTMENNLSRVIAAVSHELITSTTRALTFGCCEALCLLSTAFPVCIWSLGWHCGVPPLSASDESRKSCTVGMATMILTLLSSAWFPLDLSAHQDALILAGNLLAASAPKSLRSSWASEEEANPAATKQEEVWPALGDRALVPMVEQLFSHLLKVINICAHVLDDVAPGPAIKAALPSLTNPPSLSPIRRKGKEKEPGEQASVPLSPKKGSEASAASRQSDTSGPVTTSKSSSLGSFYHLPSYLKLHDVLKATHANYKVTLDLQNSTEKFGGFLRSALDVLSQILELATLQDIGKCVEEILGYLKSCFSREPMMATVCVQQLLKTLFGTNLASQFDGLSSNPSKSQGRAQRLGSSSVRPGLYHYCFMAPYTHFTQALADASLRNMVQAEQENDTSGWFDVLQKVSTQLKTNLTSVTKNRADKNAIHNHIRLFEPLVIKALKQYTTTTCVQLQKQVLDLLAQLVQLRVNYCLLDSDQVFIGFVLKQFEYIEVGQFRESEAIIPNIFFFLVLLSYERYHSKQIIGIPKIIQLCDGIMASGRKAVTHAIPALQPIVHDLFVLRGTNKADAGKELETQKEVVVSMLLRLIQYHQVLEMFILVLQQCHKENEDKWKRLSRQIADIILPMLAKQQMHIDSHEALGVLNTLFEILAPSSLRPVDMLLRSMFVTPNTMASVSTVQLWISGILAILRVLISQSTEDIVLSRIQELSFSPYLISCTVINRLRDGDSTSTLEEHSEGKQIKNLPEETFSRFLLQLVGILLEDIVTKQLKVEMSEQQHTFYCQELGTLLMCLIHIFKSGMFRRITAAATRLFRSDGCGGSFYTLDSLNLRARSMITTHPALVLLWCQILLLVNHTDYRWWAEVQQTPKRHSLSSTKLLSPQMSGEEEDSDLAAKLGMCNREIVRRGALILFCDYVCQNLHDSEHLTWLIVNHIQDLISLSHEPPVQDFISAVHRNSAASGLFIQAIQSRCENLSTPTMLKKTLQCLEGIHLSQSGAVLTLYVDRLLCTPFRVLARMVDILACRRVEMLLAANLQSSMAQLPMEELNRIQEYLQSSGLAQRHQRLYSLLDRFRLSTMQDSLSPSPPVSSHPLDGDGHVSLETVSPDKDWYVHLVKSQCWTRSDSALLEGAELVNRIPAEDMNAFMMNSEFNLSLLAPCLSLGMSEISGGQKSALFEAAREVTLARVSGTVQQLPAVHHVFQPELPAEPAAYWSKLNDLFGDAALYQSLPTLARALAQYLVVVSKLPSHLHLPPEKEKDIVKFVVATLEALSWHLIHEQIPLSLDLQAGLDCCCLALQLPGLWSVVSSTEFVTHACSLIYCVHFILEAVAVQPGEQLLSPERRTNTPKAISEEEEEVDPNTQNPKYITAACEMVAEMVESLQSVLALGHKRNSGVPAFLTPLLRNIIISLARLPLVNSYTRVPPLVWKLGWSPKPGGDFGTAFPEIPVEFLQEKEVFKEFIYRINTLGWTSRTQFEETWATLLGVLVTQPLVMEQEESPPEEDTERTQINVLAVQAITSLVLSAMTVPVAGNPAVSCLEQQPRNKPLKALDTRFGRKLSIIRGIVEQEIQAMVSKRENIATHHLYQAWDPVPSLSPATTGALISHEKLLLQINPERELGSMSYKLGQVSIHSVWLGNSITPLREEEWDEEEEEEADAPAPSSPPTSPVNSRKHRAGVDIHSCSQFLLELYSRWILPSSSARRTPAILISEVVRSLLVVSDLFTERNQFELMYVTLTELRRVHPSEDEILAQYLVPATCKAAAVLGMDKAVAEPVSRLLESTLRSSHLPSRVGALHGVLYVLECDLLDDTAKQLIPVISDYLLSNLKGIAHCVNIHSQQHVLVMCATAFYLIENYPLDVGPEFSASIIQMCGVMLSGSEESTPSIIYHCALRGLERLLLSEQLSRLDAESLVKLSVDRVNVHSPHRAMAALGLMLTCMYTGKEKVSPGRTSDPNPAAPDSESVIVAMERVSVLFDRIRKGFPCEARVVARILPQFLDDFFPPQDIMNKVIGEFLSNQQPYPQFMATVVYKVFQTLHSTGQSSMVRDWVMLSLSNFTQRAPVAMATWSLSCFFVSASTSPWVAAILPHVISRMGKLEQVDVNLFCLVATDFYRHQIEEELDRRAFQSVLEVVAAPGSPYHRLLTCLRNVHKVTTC
# Pf apPOL inh = Pf-apPOL inhibitors, biochemical, fluorescence; inhibition, % at 10 µM; 210,000 compounds, 0.25% hits; Recombinant Pf-apPOL, molecular beacon fluorescence, 1.5 h; Plasmodium falciparum apicoplast DNA polymerase (apPOL); AID 1794808, 2022
# An asterisk follows results filed as active; x = not tested or not shown; & = joins results of further samples. Cut-off read from the data, not from the text of the source: active = inhibition above about 50%; inactive = the rest.
smiles	Pf apPOL inh	mHTT CaM bind
O=C(NC1CCCC1)c1c2c(nc3ccccc13)CCCC2	-1	1
COc1cc(C)nc(N(C)S(=O)(=O)c2ccc(C)cc2)n1	0	-2
C#CCN1CC(N2CCN(CCO)CC2)CS1(=O)=O (centres undefined)	1	-8
Oc1ccc(-c2csc(-c3ccncc3)n2)cc1O	-14	11
CC1CCCC(NC(=O)C2CCN(S(=O)(=O)N3CCC4(CC3)OCCO4)CC2)C1C (centres undefined)	-14	-1
CCC(=O)NCCc1csc(C2CCN(C(=O)c3cc(F)ccc3Cl)CC2)n1	-2	9
Cc1ccc(CNC(=O)c2cc3n(n2)CCCN(Cc2ccc(Cl)cc2)C3=O)cc1	36	2
CC(C)CC(C(=O)Nc1cccc(C(F)(F)F)c1)N1C(=O)c2ccccc2C1=O (centres undefined)	-1	57*
O=c1cc(-c2ccccc2Cl)oc2c([N+](=O)[O-])ccc(O)c12	-5	-12
CCc1ccc(C=C2Oc3cc(OC(C)C(=O)OC)ccc3C2=O)cc1 (centres undefined)	0	8
CCCCSc1nc2c(c(=O)n1C)SC(C)C2 (centres undefined)	3	7
Cc1ccc(NC(=O)c2ccc3c(c2)OCO3)cc1Cl	-4&-2	-1&-5
CCCc1[nH]nc(-c2cccc(F)c2)c1NC(=O)C(C)C	1	-1
N#Cc1ccc(CN2CC(C(N)=O)C3(CCOCC3)C2)cc1 (centres undefined)	-5	2
O=C(NCC(=O)N1CCN(c2ncccn2)CC1)c1ccc(=O)[nH]c1	-6	-6
CCc1[nH]nc(-c2cccc(F)c2)c1NC(=O)C(C)C	-1	2
CC(C)(C)OC(=O)N1CCC(CNS(=O)(=O)c2cccc3cccnc23)CC1	-9	x
OC1CCc2ccccc2C1 (centres undefined)	x	0
Cc1ccc(C2CC(=O)N(C)c3c2c(C)nn3-c2nc(C)cc(C)n2)cc1 (centres undefined)	0	2
CCC(C)NC(=O)c1cnc(-c2ccc(F)cc2)nc1N1CCCC1 (centres undefined)	-2	-6
Cc1cc(C(=O)NC2CCN(c3ccc(F)cc3)C2=O)no1 (centres undefined)	0	-2
O=C(C1CCN(c2cnn(Cc3ccccc3)c(=O)c2)CC1)N1CCOCC1	-4	4
O=C(Nc1ccccc1Cl)c1cnc(-c2ccc(F)cc2)nc1-c1ccncc1	2	-2
COc1ccccc1CN1CCN(C(=O)c2ccc(F)cc2)CC1	-4	0
CC(C)(O)c1cc(C(N)=O)no1	x	1
O=C(Oc1ccc2c(c1)OC(=Cc1ccco1)C2=O)c1ccc(Br)cc1	-1	8
Cc1nnc(NC(=O)CC(c2ccccc2)c2ccccc2)s1	2	9
CCOc1cc(CN2CCCC2c2cc(CC)no2)ccc1O (centres undefined)	-1	5
COc1ccccc1N1CCN(S(=O)(=O)Cc2ccccc2)CC1	-1	-13
Cc1noc(C)c1S(=O)(=O)N1CCC(C(C)C(=O)NCc2ccco2)CC1 (centres undefined)	4	-3
CC1=C(C(=O)Nc2ccccc2F)C(c2ccc(Cl)cc2)C2=C(CC(C)(C)CC2=O)N1 (centres undefined)	-3	-17
O=C(/C=C/c1ccc2c(c1)OCO2)NCc1ccncc1	-4	1
COc1ccc(/C=C(\NC(=O)c2cccs2)C(=O)Nc2cccc(F)c2)cc1OC	3	25
OCCCc1nc2n(n1)C(c1ccco1)C=C(c1ccc(Cl)cc1)N2 (centres undefined)	-12	35
Cc1cc(C(=O)Nc2nnc(-c3cccc(S(C)(=O)=O)c3)o2)on1	1	-14
CCC(CC)C(=O)Nc1cc(OC)cc(OC)c1	-2	-5
Fc1cccc(Cl)c1CN1CCN(Cc2nc3ccccc3[nH]2)CC1	-7	3
Cc1ccc(N=NN(C)C)cc1	-12	x
O=C(Cn1c(=O)n(C2CCCC2)c2ncccc21)Nc1ccc(Br)cc1	-3	-4
Cc1c(Br)sc(Br)c1-c1ccccc1	0	x
Cc1cc(NC(=O)Cc2cccs2)n(-c2nc(-c3ccc4c(c3)OCO4)cs2)n1	-6	-4
Cc1nc(-c2ccc(C(=O)NCc3cccnc3)cc2)cs1	-2	-1
CCSc1nnc(-c2ccccc2NC(=O)CC)c(=O)[nH]1	-86	-1
Cc1ccc(S(=O)(=O)N2CCN(C(=O)c3ccc([N+](=O)[O-])cc3)C2)cc1	-7	-1
CCC(=O)N1CCc2cc(S(=O)(=O)CCC(=O)Nc3ccc(Br)cc3C)ccc21	6	-2
O=C(CS(=O)(=O)c1cn(Cc2cccc(F)c2)c2ccccc12)Nc1ccc(F)cc1	2&-2	-13&11
CN(C)c1nc(Nc2ccc(F)cc2)c2cnn(C)c2n1	-14	23
CS(=O)(=O)N(CC(=O)Nc1ccc(CC#N)cc1)c1cc(C(F)(F)F)ccc1Cl	-4	1
CC(C)c1cc(C2CCCN2C(=O)Cc2cccc(F)c2)on1 (centres undefined)	-5	-9
Cc1nc(-c2c(C)[nH]c3ccccc23)cs1	-14	23
Cc1ccc(NC(=O)c2cc3c(s2)CN(C(C)C)C3)c(C)c1	-2	-5
O=C1/C(=C/c2ccc(Br)o2)Sc2ccccc21	-5	9
N#Cc1cccc(C(=O)NCC2CCN(Cc3ccsc3)CC2)c1	-7	-4
CCOc1ccc(C2CC(c3c(F)cccc3Cl)n3ncnc3N2)cc1 (centres undefined)	-1	4
O=C(CCN1C(=O)c2ccccc2C1=O)Nc1ccc(Br)cn1	-7	-5
Cc1ccc(/C=C2\N=C(c3cccc(Cl)c3)OC2=O)cc1	-3	1
Cc1ccc(S(=O)(=O)Nc2ccccc2I)cc1[N+](=O)[O-]	-3	4
COc1ccccc1OCC1CN(C(=O)C2C=CCC=C2C)CCO1 (centres undefined)	-6	-3
COc1ccc(-c2noc(-c3ncn4c3COC(c3ccc(F)cc3)C4)n2)cc1OC (centres undefined)	-1	3
COc1ccc(NC(=O)N2CCCC2c2ccc(F)cc2)cc1OC (centres undefined)	-2	-7

# (next part)
smiles	Pf apPOL inh	mHTT CaM bind
O=C(NC1CCCCC1)c1coc(=O)c2ccccc12	-4	-2
CC1CN(C(=O)c2cccs2)CC(C)O1 (centres undefined)	-4	-3
O=C(NCCCCc1ccccc1)c1ccc(Br)o1	0	-17
Cc1ccc(C2C=C(c3ccc(Cl)cc3)Nc3ncnn32)cc1 (centres undefined)	-7	2
Cc1ccc(C2=NC3(CCN(C(C)C)CC3)NC(c3cc(Cl)ccc3O)C2)cc1 (centres undefined)	5	9
O=C(c1ccc(F)c(F)c1)N1CC(C(=O)N2CCN(C3CCCCC3)CC2)C1	-2	-5
O=S(=O)(CCSc1ccc(Cl)cc1)c1ccc(OC(F)(F)F)cc1	2	x
NC(=O)CSc1nnnn1-c1ccc(F)cc1	-5	-3
Cc1nnc2c(-c3ccccc3)nc3ccccc3n12	-4	1
N#CCC(=O)c1cccc(CSc2cccc(C(F)(F)F)c2)c1	6	x
N#CC(C#N)=C1SC=C(c2ccc(Cl)cc2)S1	1	x
Cc1ccc2c(C(=O)N3CCOCC3)cc(NC(=O)C(C)C)cc2n1	2	-6
CC(C)CC(=O)N1CCN(CC2CC=CCC2)CC1 (centres undefined)	91*	4
C#CC1(OCC(O)CN2CCCCCC2)CCCCC1 (centres undefined)	-3	0
Cc1[nH]nc(SCC(=O)Nc2cc(Br)ccc2O)c1[N+](=O)[O-]	1	52*
Cc1ccc(C)c(NC(=O)CN2C(=O)NC3(CCCCC3)C2=O)c1	-2	1
O=C(Nc1nccs1)C1CCN(C(=O)c2ccc(=O)[nH]c2)CC1	4	-2
CCOc1ccccc1C(=O)Nc1ccc(I)cc1	-1	-30
Cn1c(SCc2ccc(Cl)cc2)nc(O)cc1=O	1	5
CC(=NOc1ccc([N+](=O)[O-])cc1[N+](=O)[O-])c1ccccc1	2	x
COc1cc(NC(=O)c2cccc([N+](=O)[O-])c2C)ccc1NC(=O)c1cc2ccccc2o1	2	-3
O=C1C=CC(=O)C(C2=C3C(=O)N(Cc4ccccc4)CC(=O)N3CCC2)=C1	-8	82*
CC(Oc1ccccc1)C(=O)NC1CC(C)(C)NC(C)(C)C1 (centres undefined)	-1	-5
Cc1ccc(CN2CCN(C3CCN(C(=O)NCc4ccco4)CC3)C2=O)cc1	3	4
O=C(O)C1CSC(c2cc(Br)ccc2O)N1 (centres undefined)	8	56*
O=c1oc(-c2cccs2)nc2sc3c(c12)CCC3	-2	2
COC(=O)[C@H](Cc1ccccc1)N1C/C=C\COc2c(Cl)cc(Cl)cc2S1(=O)=O	0	-8
O=S(=O)(C1CC1)N1CCC(c2nc(-c3ccncc3)no2)C1 (centres undefined)	11	-1
NC(=O)CSc1nc2c(c(=O)n1-c1ccc(Br)cc1)SCC2	2	3
Cc1ccc(-c2nc(CC(=O)N3CCCC3)cs2)cc1	-10	7
CCCCN(CCCC)Cc1cc(=O)oc2ccc3ccccc3c12	-3	-24
O=C(O)c1ccc2c(c1)C(c1ccccc1)OC2=O (centres undefined)	0	-11
COCCCNC(=O)c1ccc(N(Cc2ccc(C)cc2)S(C)(=O)=O)cc1	-4	-1
CCN(CC)C(=O)c1sc2nc(-c3ccc(OC)cc3)cn2c1C	-1	14
Cc1cc(C(F)(F)F)nn1CC(=O)Nc1sc2c(c1C#N)CCC(C)C2 (centres undefined)	1	-6
CCOc1ccccc1C(=O)Nc1c(Cl)cccc1Cl	-2	-15
COc1cc(CNCc2cccc(Br)c2)cc(OC)c1	-1	-10
CCOC(=O)c1cnn(-c2ccccc2)c1NC(=O)CSc1nnc(-c2ccncc2)o1	-2	x
CCOC(=O)N1CCN(C(=O)C2CCN(Cc3ccccc3)CC2)CC1	-4	44
CCSc1nnc(-c2cccnc2)n1-c1ccc(Cl)c(C)c1	-8	9
CC(C)CCNC(=O)C1COC2(CCC(C)CC2)N1C(=O)c1ccc(F)cc1 (centres undefined)	-4	-6
Cc1nc(C(=O)NCCN2CCC(N3CCCCC3)CC2)c(C)n1C1CCN(C)CC1	-8	10
CSc1cccc(NC(=O)C2CCCN(C(=O)c3cccc(C)c3)C2)c1 (centres undefined)	9	28
CCN1CC=C2C(C#N)=C(N)C(C#N)(C#N)C(c3ccsc3)C2C1 (centres undefined)	-1	4
O=C1c2ccccc2-c2onc3c(Cl)cc(O)c1c23	-1&1	53*
CC1Cc2nc(SCC(=O)N3CCCCCC3)n(Cc3ccccc3)c(=O)c2S1 (centres undefined)	-4	13
Cc1cc(O)c(NC(=O)c2cccc([N+](=O)[O-])c2)cc1C	-9	0
N=c1ncn(CC(O)CO)c2nc(NCCO)[nH]c12 (centres undefined)	-2	5
COc1ccc(C2C(C(=O)Nc3cccc(C)n3)=C(C)NC3=C2C(=O)CC(C)(C)C3)c(OC)c1 (centres undefined)	-3	2
O=C(Nc1ccc2c(c1)N(C(=O)c1ccco1)CCC2)Oc1ccccc1	-8	1
COCCNC(=O)Nc1nnc(SCc2ccc(C(F)(F)F)cc2)s1	-20	-15
O=C(O)c1[nH]ncc1Cl	x	-11
CC12CC3CC(N)(C1)CC(CO)(C3)C2 (centres undefined)	1	1
Cc1ccc(C2=NNC3(S2)C(=O)Nc2ccc(C)cc23)cc1 (centres undefined)	0	100*
COc1cc(C(=O)N2CCN(CCCc3ccccc3)CC2)cc(OC)c1OC	-9	10
COc1cccc(-c2cc3n(n2)CCCN(S(=O)(=O)c2ccc(NC(C)=O)cc2)C3)c1	-9	8
CC1=NN(C(=O)c2ccccc2F)C(O)(c2ccc(Cl)cc2)C1 (centres undefined)	-2	11
O=C(NCc1cccc(F)c1)c1ccc(-c2cccs2)nc1	-4	-10
COc1ccc(CCNc2oc(COc3ccc(Cl)cc3)nc2C#N)cc1	-5	11
Cc1ccc(-c2noc(C3CCCN3S(=O)(=O)c3cc(C)c(C)cc3C)n2)cc1 (centres undefined)	3	-33

# Following part:
smiles	Pf apPOL inh	mHTT CaM bind
CCOc1ccccc1CNC(=O)c1cc2n(n1)CCCN(Cc1ccc(F)cc1)C2=O	-2	11
COc1cccc(C2=CC(c3ccc(OC)c(OC)c3)n3ncnc3N2)c1 (centres undefined)	-1	10
Cc1nc(-c2ccccc2)sc1C(=O)Nc1ccc2c(c1)OCCO2	-30	x
COC(=O)C(C)NC(=O)C12CC3CC(CC(C3)C1)C2 (centres undefined)	0	-5
Cc1ccc(NC(=O)C2CCN(c3cc(C(=O)N4CCCC4)ccn3)CC2)c(C)c1	0	7
CCNC(=O)C1CCN(c2ccc(Br)cc2)C1=O (centres undefined)	-2	-1

# Structures listed so far that have a CF3 group (6):
smiles	Pf apPOL inh	mHTT CaM bind
CC(C)CC(C(=O)Nc1cccc(C(F)(F)F)c1)N1C(=O)c2ccccc2C1=O (centres undefined)	-1	57*
CS(=O)(=O)N(CC(=O)Nc1ccc(CC#N)cc1)c1cc(C(F)(F)F)ccc1Cl	-4	1
O=S(=O)(CCSc1ccc(Cl)cc1)c1ccc(OC(F)(F)F)cc1	2	x
N#CCC(=O)c1cccc(CSc2cccc(C(F)(F)F)c2)c1	6	x
Cc1cc(C(F)(F)F)nn1CC(=O)Nc1sc2c(c1C#N)CCC(C)C2 (centres undefined)	1	-6
COCCNC(=O)Nc1nnc(SCc2ccc(C(F)(F)F)cc2)s1	-20	-15

# Record cards (already shown). Values in the order: Pf apPOL inh | mHTT CaM bind
# Record of Cc1nc(-c2ccccc2)sc1C(=O)Nc1ccc2c(c1)OCCO2 → -30 | x
# Record of CCOc1ccccc1CNC(=O)c1cc2n(n1)CCCN(Cc1ccc(F)cc1)C2=O → -2 | 11

# Assay outcomes deposited in PubChem by University of Kansas High Throughput Screening Laboratory.
